Source: PubChem (Broad Institute)
FN deposition inh – fibronectin deposition inhibition | AH1F fibroblasts, Alexa488-fibronectin deposition fluorescence, overnight | inhibition, % at 12.6 µM | 0.086% of 350,000 active;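 active = mean inhibition across replicates of 30% or more, regardless of how many single replicates reach that level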;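 note: positive control wells lacked labelled fibronectin entirely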
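test system = AH1F fibroblasts assembling fluorescent fibronectin matrix | quantity = 10000 AH1F cells per well | buffer or medium = DMEM plus 2% serum, read in PBS | doses = single dose, pinned | incubation = 1 h cell attachment, overnight exposure to compound and label | detection = fluorescence at 485 nm excitation, 525 nm emission | read-out basis = inhibition from reduced deposited-fibronectin fluorescence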
esBAF inh – SWI/SNF esBAF complex inhibition; mouse ES cells, Bmi1-luciferase knock-in reporter, 24 h; 100% = twice the neutral-well signal; reporter increase, % at 12.5 µM; 2% of 350,000 active; in the data active = activation above about 40%;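 note: 0% = median of the plate's neutral control wells and 100% = double that signal; a rise in the Bmi1 reporter signal indicates esBAF inhibition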
LGR2 inh – Drosophila LGR2 receptor signaling inhibition | inhibition, % at 9.99 µM | 0.35% of 380,000 active | HEK293 LGR2, CRE-luciferase, bursicon-stimulated, 4 h | AID 720647;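 active = drop in luminescence signal, shown as inhibition above about 50% in the replicate tests, limit read from the data, passing the limit was not always enough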;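 note: agonist challenge used bursicon conditioned medium at about half maximal strength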
CASP6 VEID inh – inhibitors of human caspase-6 | purified caspase-6, Z-VEID-R110 cleavage fluorescence | AID 686996 | 0.53% of 350,000 active | P55212 | inhibition, % at 12.5 µM;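 active = mean inhibition across replicates at least about 35%, with every replicate also reaching that limit, limit read from the data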;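 note: 0% = median of neutral control wells and 100% = no fluorescence left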
Target sequence (P55212 24-179 limits assumed): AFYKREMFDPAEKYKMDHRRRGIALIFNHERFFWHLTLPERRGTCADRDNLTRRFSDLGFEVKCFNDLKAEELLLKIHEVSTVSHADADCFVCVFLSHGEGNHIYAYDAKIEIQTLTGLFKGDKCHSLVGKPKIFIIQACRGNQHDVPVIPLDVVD
Target sequence (P55212 194-293 limits assumed): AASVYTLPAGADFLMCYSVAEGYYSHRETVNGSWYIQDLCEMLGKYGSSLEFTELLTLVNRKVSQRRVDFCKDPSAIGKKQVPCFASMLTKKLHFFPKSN
Statin myotox sup – suppression of simvastatin myotoxicity | C2C12 myotubes + simvastatin, ATP luminescence, 48 h; scaled: DMSO 0, geranylgeraniol control 100 | 0.78% of 330,000 active | rescue of ATP level, % at 7.49 µM;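 active = mean ATP rescue above about 67%, or every replicate alone reaching that limit, limit read from the data, passing the limit was not always enough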;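 note: myotubes were challenged with 10 µM simvastatin during compound exposure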
S100A4 inh HTS – inhibitors of human S100A4 binding to myosin IIA peptide; S100A4/TAMRA-MyoIIA peptide fluorescence polarization; inhibition, % at 10.7 µM; 0.14% of 360,000 active;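 active = mean inhibition of at least 70% across replicates, with every replicate also reaching that level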
Target sequence (P26447 whole entry, looked up): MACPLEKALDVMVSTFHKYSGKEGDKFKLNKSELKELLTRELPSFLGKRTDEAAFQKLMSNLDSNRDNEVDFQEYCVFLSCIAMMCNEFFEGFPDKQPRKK
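assay system = human S100A4 monomer with TAMRA-labelled myosin IIA peptide | also added = labelled myosin peptide probe, 5 nM | incubation = 5 min between mix addition and reading | control set = DMSO and TFP controls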
SIRT5 inh – inhibitors of human sirtuin-5 desuccinylase; Q9NXA8; Purified SirT5, succinyl-peptide AMC, trypsin-coupled fluorescence; inhibition, % at 15 µM; 1.1% of 330,000 active; in the data active = inhibition above about 15%
Target sequence (Q9NXA8 whole entry, looked up): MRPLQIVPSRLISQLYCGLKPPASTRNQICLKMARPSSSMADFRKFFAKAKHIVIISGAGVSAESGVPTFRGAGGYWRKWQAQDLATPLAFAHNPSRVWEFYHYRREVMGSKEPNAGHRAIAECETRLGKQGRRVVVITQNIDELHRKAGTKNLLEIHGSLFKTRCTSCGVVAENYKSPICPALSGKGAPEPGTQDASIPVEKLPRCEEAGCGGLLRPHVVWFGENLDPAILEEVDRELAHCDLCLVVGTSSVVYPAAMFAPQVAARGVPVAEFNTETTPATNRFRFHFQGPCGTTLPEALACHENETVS
Active calls of the source: *; nt = not tested or not shown; & = joins results of further samples. An excerpt; count on the stated rates, not on these rows.

Every second line gives: FN deposition inh	esBAF inh	LGR2 inh	CASP6 VEID inh	Statin myotox sup	S100A4 inh HTS	SIRT5 inh
(1) COc1cc(C)ccc1OCC(=O)OCC(=O)c1cc(C)n(CC2CCCO2)c1C (stereo not given)
    0.6	-1.5	nt	4.8	-1.3	-5.2	2.5
(2) OCCn1cnc2c(SCc3ccccc3)ncnc21
    7.7	34.7	-16.3	-8.9	2.6	2.0	nt
(3) COc1ccc(C(=O)NC(C(=O)NCC(=O)Nc2c(C)cccc2C)C(C)C)cc1 (stereo not given)
    8.6	-8.6	0.5	-1.4	6.4	-1.9	0.1
(4) COc1cc2c(cc1OC)CN(C(=O)COc1ccc(C)c(C)c1)CC2
    -4.8	-3.4	nt	nt	14.5	nt	nt
(5) Cc1cc2c(cc(C(=O)OCC(=O)NC3CCCCC3)n2C)o1
    0.8	7.1	-18.4	-5.9	-29.3	-2.8	0.0
(6) O=C(COc1ccccc1)Nc1c2c(nn1-c1ccccc1)CS(=O)(=O)C2
    -36.8	nt	13.8	-4.4	nt	-2.4	5.2
(7) Cc1ccc(CC(NC(=O)c2ccccc2)C(=O)NCC(=O)O)cc1 (stereo not given)
    nt	-2.5	-10.4	1.9	-1.7	-1.1	-0.2
(8) COc1ccc2c3c([nH]c2c1)[C@H](CO)N(C(=O)C1CCCCC1)CC31CN(C(=O)NC(C)C)C1
    nt	nt	2.2	-2.2	nt	7.8	-3.7
(9) N#Cc1ccccc1NC(=O)CN1CCN(c2ccccn2)CC1
    4.3	3.5	2.8	-1.1	-3.0	-3.0	1.2
(10) O=C(C[C@@H]1C=C[C@@H](NC(=O)C2CC2)[C@@H](CO)O1)NCc1ccccc1Cl
    3.3&2.0	-1.3	18.1&-15.0	1.0&-1.3	-4.3	-5.6&-9.3	1.3
(11) CC(=O)Nc1ccc(S(=O)(=O)Nc2ccc3nc(C)sc3c2)cc1
    -1.8	nt	6.0	-0.3	89.7*	-3.8	0.6
(12) COc1ccc(NC(=O)N/C=C/c2ccc(Cl)cc2)cc1
    -9.3	-6.6	25.6	2.3	1.3	6.4	-6.1
(13) CC(C)NC(=O)N1CCCCN2[C@@H](CO)[C@H](c3ccc(C#Cc4ccccc4F)cc3)[C@@H]2C1
    nt	-4.3	1.9	-0.1	-0.7	1.6	-0.1
(14) C[C@H](NC(=O)C[C@H]1CC[C@H](NC(=O)C2CCOCC2)[C@@H](CO)O1)c1ccccc1
    -11.6	0.0	-1.9	1.5	-8.2	8.5	-1.0
(15) Cc1noc(C)c1S(=O)(=O)N(C)C[C@H]1OCCCC[C@@H](C)Oc2ccc(NS(=O)(=O)c3ccccc3)cc2C(=O)N([C@H](C)CO)C[C@@H]1C
    -3.1	6.1	-0.3	-0.5	nt	-0.1	5.3
(16) C[C@@H]1CN([C@@H](C)CO)C(=O)c2cc(NC(=O)C3CCCCC3)ccc2O[C@@H]1CN(C)Cc1ccc(-c2ccccc2)cc1
    15.5	-0.9	14.7	0.6	53.2	3.5	3.1
(17) CCCCC(NC(=O)COc1cc2c(c3oc(=O)cc(C)c13)CCC(C)(C)O2)C(=O)O (stereo not given)
    -9.4	-9.2	5.3	-0.6	2.6	-6.3	-61.3
(18) COC(=O)CCC(=O)NC(=S)Nc1ccc(S(=O)(=O)N2CCCC2)cc1
    4.5	nt	12.3	-3.5	nt	-3.3	0.1
(19) Cc1ccccc1OCC(=O)OCC(=O)c1ccc(OC(=O)c2ccccc2)cc1
    -5.9	-0.9	-33.1	nt	-11.1	nt	nt
(20) C[C@@H]1CN([C@@H](C)CO)C(=O)Cc2cc(NC(=O)NC3CCCCC3)ccc2O[C@@H]1CN(C)S(C)(=O)=O
    nt	1.5	-47.2	1.3	6.6	50.6	-1.9
(21) Cc1ccc(S(=O)(=O)N2CCN(C(=O)CN3CCOCC3)C2c2ccccc2)cc1 (stereo not given)
    nt	-6.2	13.7	nt	-0.7	nt	nt
(22) O=C(COc1ccccc1)OCC(=O)c1ccc(O)cc1O
    -12.8	-3.0	-0.1	4.6	3.3	-0.1	5.1
(23) COc1ccc2c(c1OC)C(=O)N1c3cccc(Cl)c3C(=O)OC21 (stereo not given)
    nt	1.3	3.7	nt	-4.4	nt	nt
(24) O=C1NC(Cc2ccccc2)c2nc3ccc(Br)cc3c(=O)n2-c2cc3ccccc3cc21 (stereo not given)
    -16.8	8.7	4.6	0.7	2.0	-1.6	-1.1
(25) CC(=O)c1ccccc1OCCOc1ncnc2sccc12
    -2.1	26.9	-14.9	-0.2	2.8	2.5	-2.4
(26) CN(C)C(=O)C[C@@H]1CC[C@@H](NC(=O)NC2CCCCC2)[C@@H](CO)O1
    -1.7	-1.6	6.9	4.5	-2.6	-0.7	10.3
(27) Cc1cc(C(=O)Nc2ncn[nH]2)ccc1[N+](=O)[O-]
    0.4	0.6	12.5	-0.2	-1.8	-3.9	0.6
(28) COC(=O)c1cc(NC(=O)c2c(-c3c(Cl)cccc3Cl)noc2C)ccc1N1CCOCC1
    6.6	nt	8.0	0.5	nt	-24.7	-2.6
(29) CCCc1ccc(NS(=O)(=O)c2c(C)oc(C)c2C(=O)OC)cc1
    1.6	nt	3.1	-0.1	nt	-2.2	-5.5
(30) COc1cc(C2C(C(=O)C(C)(C)C)=C(O)C(=O)N2Cc2ccccc2)ccc1O (stereo not given)
    -8.1	1.3	3.2	0.3	9.8	-1.8	0.3

As entered above:
O=C(COc1ccccc1)OCC(=O)c1ccc(O)cc1O @ CASP6 VEID inh: 4.6
N#Cc1ccccc1NC(=O)CN1CCN(c2ccccn2)CC1 @ FN deposition inh: 4.3
COc1ccc2c3c([nH]c2c1)[C@H](CO)N(C(=O)C1CCCCC1)CC31CN(C(=O)NC(C)C)C1 @ S100A4 inh HTS: 7.8
C[C@@H]1CN([C@@H](C)CO)C(=O)Cc2cc(NC(=O)NC3CCCCC3)ccc2O[C@@H]1CN(C)S(C)(=O)=O @ CASP6 VEID inh: 1.3

Returning to the listing, repeating the five entries before the break.
Every second line gives: FN deposition inh	esBAF inh	LGR2 inh	CASP6 VEID inh	Statin myotox sup	S100A4 inh HTS	SIRT5 inh
(26) CN(C)C(=O)C[C@@H]1CC[C@@H](NC(=O)NC2CCCCC2)[C@@H](CO)O1
    -1.7	-1.6	6.9	4.5	-2.6	-0.7	10.3
(27) Cc1cc(C(=O)Nc2ncn[nH]2)ccc1[N+](=O)[O-]
    0.4	0.6	12.5	-0.2	-1.8	-3.9	0.6
(28) COC(=O)c1cc(NC(=O)c2c(-c3c(Cl)cccc3Cl)noc2C)ccc1N1CCOCC1
    6.6	nt	8.0	0.5	nt	-24.7	-2.6
(29) CCCc1ccc(NS(=O)(=O)c2c(C)oc(C)c2C(=O)OC)cc1
    1.6	nt	3.1	-0.1	nt	-2.2	-5.5
(30) COc1cc(C2C(C(=O)C(C)(C)C)=C(O)C(=O)N2Cc2ccccc2)ccc1O (stereo not given)
    -8.1	1.3	3.2	0.3	9.8	-1.8	0.3
(31) CSc1nc2c(c(=O)[nH]c(=O)n2C)n1Cc1ccccc1Cl
    5.9	-5.4	-0.1	-1.9	10.5	0.6	-2.7
(32) Cc1ccc(OC(=O)N(C)C[C@H]2OCc3cn(nn3)CCCC(=O)N([C@@H](C)CO)C[C@@H]2C)cc1
    1.2&7.9	1.1&-3.0	-15.5&8.5	-0.1&-1.9&1.3	-13.2&1.2	-2.8&16.6&2.4	1.4&-0.9&0.1
(33) FC(F)(F)c1ccccc1Cc1c(-c2ccco2)nc2ccc(Cl)cn12
    -3.7	-4.6	2.4	8.8	28.3	-13.8	-0.7
(34) COc1cc(/C=C/CNC[C@H]2O[C@@H](n3ccc(N)nc3=O)[C@H](O)[C@@H]2O)ccc1O
    -2.4	-7.7	15.0	-3.7	1.2	-1.6	-1.2
(35) O=C(Nc1ccccc1Cl)c1ccc2c(=O)n3c(nc2c1)CCC3
    -4.9	15.7	-28.4	1.2	-2.5	5.1	8.7
(36) Cc1cccn2c(=O)c3cc(S(=O)(=O)c4ccc(F)cc4)c(=N)n(Cc4ccco4)c3nc12
    -1.6	14.3	53.4*	4.9	2.0	-7.6	-2.1
(37) CN1CCN(C(=O)C2Cc3c(-c4cccc(F)c4)ccnc3O2)CC1 (stereo not given)
    3.9	-0.6	nt	-2.4	7.4	-2.2	nt
(38) CN(C)S(=O)(=O)c1ccc(C(=O)Nc2nnc(-c3ccco3)o2)cc1
    nt	8.9	-0.5	-0.4	-9.5	2.1	15.7*
(39) CC(C)=CCCC1=CCC(/C=N/NC(N)=O)C(C)C1 (stereo not given)
    4.9	nt	-7.1	0.5	nt	1.1	nt
(40) COc1ccc(S(N)(=O)=O)cc1C(=O)OCCCOc1ccc(F)cc1
    4.3	6.2	6.2	5.8	-2.4	9.5	-1.1
(41) Cc1ccc(-c2cnc3ccccc3n2)cc1C
    -2.1	-32.7	19.4	-7.4	-50.5	-6.9	-4.6
(42) c1ccc(CN2CCc3[nH]c4ccccc4c3C2)cc1
    6.3	nt	-6.0	-5.6	nt	-3.2	-4.1
(43) CCc1nc2ccc(C(=O)NCCNC(C)=O)cn2c1N(C)Cc1ccc(OC)cc1
    -2.5	-0.4	6.4	-1.8	37.0	-0.7	nt
(44) N#C[C@@H]1[C@H](c2ccccc2-c2cccc(F)c2)[C@@H](CO)N1C(=O)C1CC1
    -2.6	nt	-13.7	-2.6	nt	77.4*	3.0
(45) NS(=O)(=O)c1ccc(NCC2COc3ccccc3O2)c([N+](=O)[O-])c1 (stereo not given)
    0.0	nt	-34.0	1.5	nt	0.4	-0.3
(46) CC1(C)CC[C@]2(C(=O)n3ccnc3)CC[C@]3(C)[C@H](C(=O)C=C4[C@@]5(C)C=C(C#N)C(=O)C(C)(C)[C@@H]5CC[C@]43C)[C@@H]2C1
    -0.2	nt	8.5	3.5	nt	-1.9	-0.2
(47) COc1cc(C(=O)Nc2cc(S(=O)(=O)N3CCOCC3)ccc2N2CCOCC2)ccc1OC(F)F
    3.4	-6.1	7.4	2.1	1.7	-2.3	-0.2
(48) O=C(Cn1cnc2c(OCc3ccccc3)ncnc21)N1CCN(c2ccccn2)CC1
    -2.6	-3.4	-9.2	-0.4	4.6	11.4	-3.8
(49) Cc1cc(C)n(-c2nc(NCCCN(C)C)c3c4c(sc3n2)COC(C)(C)C4)n1
    0.9	-0.9	-14.6	-6.0	1.8	1.1	0.0
(50) CSc1ccc(C#N)cc1NC(=O)c1ccc(Cl)cc1
    nt	-4.9	38.4	nt	1.3	nt	nt
(51) O=C(N/N=C/c1cccs1)c1n[nH]c2c1CCCC2
    -1.0	nt	76.1*	-1.2	nt	6.7	nt
(52) CC(=O)N(C)C[C@H]1Oc2cc(/C=C/c3ccccc3)ccc2S(=O)(=O)N([C@@H](C)CO)C[C@H]1C
    nt	-0.6	5.6	0.1	nt	26.5	-1.9
(53) CCOC(=O)[C@H]1[C@H]2COc3ccc(Cl)cc3[C@@H]2N2C(=O)c3cc(C)ccc3NC(=O)[C@@]12C
    -9.1	-10.8	-10.4	1.1	-5.3	-3.3	nt
(54) CCOC(=O)c1ccc(N2CN=C3SCC(=O)N3C2)cc1
    3.4	6.3	nt	nt	6.2	nt	nt
(55) Cc1cc(C)n2[nH]c(=O)c(N=Nc3cccc(Cl)c3)c2n1
    nt	-5.5	7.5	nt	-2.6	nt	nt
(56) C[C@H]1CN([C@@H](C)CO)S(=O)(=O)c2ccc(C#CCN(C)C)cc2O[C@@H]1CN(C)C(=O)C1CCC1
    nt	0.8	-8.4	-0.4	-2.5	-5.9	5.8
(57) Cc1sc(NC(=O)CCC(=O)O)c(C#N)c1C
    -7.6	nt	nt	2.2	nt	-4.8	3.3
(58) COc1ccc(-c2sc3ccccc3c2-c2ccc(O)cc2)cc1
    6.6	-3.5	-6.4	-2.2	-4.5	0.4	5.4

Another view of part of the listing above.
# | Compound | FN deposition inh | esBAF inh | LGR2 inh | CASP6 VEID inh | Statin myotox sup | S100A4 inh HTS | SIRT5 inh
1 | COc1cc(C)ccc1OCC(=O)OCC(=O)c1cc(C)n(CC2CCCO2)c1C (stereo not given) | 0.6 | -1.5 | nt | 4.8 | -1.3 | -5.2 | 2.5
2 | OCCn1cnc2c(SCc3ccccc3)ncnc21 | 7.7 | 34.7 | -16.3 | -8.9 | 2.6 | 2.0 | nt
